# Screens (PubChem)
# DLD1 CTGF mRNA – reduction of CTGF mRNA in DLD1 cells – DLD1 colon cancer cells, RT-qPCR, single point, primary screen (AID 743449) | DLD1 CTGF mRNA qPCR, 24 h; hits give high values | inhibition, % at 12.5 µM | 9,900 tested, 0.9% active;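 active means mean normalized replicate activity at least 50 and at least half of replicates each reaching 50; inconclusive means only one of the two criteria met; inactive means neither criterion met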;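 further: 0% = neutral control wells and 100% = dasatinib control wells; higher means stronger suppression of CTGF expression like dasatinib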
# Pax4 gene expression – Pax4 mRNA upregulation in alpha cells – RT-PCR, mouse alpha TC1 cells, single point, primary screen (AID 1053180). activation, % at 10 µM. 9,600 tested, 0.2% active. mouse alpha TC1 cells, Pax4 mRNA qPCR, 6 days; hits give high values; 100% = Pax4 plasmid added at qPCR;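 active means highest normalized replicate activity of 15 or more, or at least half the replicates reach 15 or more; inactive means neither condition met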;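 further: pax4 Ct normalized to GAPDH with activation seen as lower delta delta Ct; plate controls were plate neutral control wells for no effect and Pax4 plasmid positive control for full effect; each compound tested in two replicate wells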
# Starred values were filed as active, the others as inactive; ? = inconclusive.
SMILES,DLD1 CTGF mRNA,Pax4 gene expression
COc1ccc(CN(C)C[C@H]2OCc3cnnn3CCCC(=O)N([C@H](C)CO)C[C@@H]2C)cc1,-16.1,0.0
COC(=O)C[C@@H]1C[C@H]2c3cc(NC(=O)C4CCOCC4)ccc3O[C@H]2[C@@H](CO)O1,1.7,0.0
CCCC#Cc1ccc2c(c1)[C@H]1[C@H](CCN1Cc1ccccc1F)[C@@H](CO)N2,3.6,0.0
CCCNC(=O)N1CC2(CCN(C(=O)Cc3cccnc3)CC2)c2c([nH]c3cc(OC)ccc23)[C@H]1CO,-35.9,0.0
CC(C)NC(=O)Nc1cccc2c1O[C@@H](CN(C)C(=O)Nc1ccccc1)[C@@H](C)CN([C@@H](C)CO)C2=O,-8.8,0.0
CO[C@H](CN(C)C(=O)C1CCOCC1)[C@@H](C)CN([C@H](C)CO)S(=O)(=O)c1ccccc1,-13.3,0.0
CCC(=O)N1[C@H](CO)[C@H]2c3ccccc3N(S(=O)(=O)c3ccc(F)cc3)C[C@H]21,8.3,0.0
COc1ccc(CN2C[C@H](O)COC[C@H]3O[C@H](CC(=O)N(C)C)CC[C@@H]32)cc1,-3.8,0.0
CN1CCN(C(=O)C[C@H]2CC[C@H]3[C@@H](COC[C@H](O)CN3Cc3cccc(-c4ccncc4)c3)O2)CC1,-13.5,0.0
CC(C)(O)C#Cc1ccc([C@@H]2[C@H]3CN(S(C)(=O)=O)CCCCN3[C@H]2CO)cc1,-10.8,0.0
CO[C@H](CN(C)Cc1cc(F)ccc1F)[C@H](C)CN([C@@H](C)CO)S(=O)(=O)c1ccc(C)cc1,40.8,0.0
O=C(CN1CCOCC1)N1[C@@H]2CNc3ccccc3[C@@H]2[C@@H]1CO,-14.2,0.0
CCCNC(=O)N1CC2(CCN(Cc3cccc(OC)c3)CC2)c2c(n(C)c3cc(OC)ccc23)[C@H]1CO,7.7,1.4
COc1ccccc1CNC(=O)C[C@H]1CC[C@H]2[C@@H](COc3ccc(NC(C)=O)cc3C(=O)N2C)O1,-19.0,0.0
C[C@@H]1CN([C@H](C)CO)C(=O)c2ccccc2-c2ccccc2CO[C@@H]1CN(C)S(=O)(=O)c1ccc([N+](=O)[O-])cc1,?,0.0
O=C(NC[C@H]1N[C@H](CO)[C@@H]1c1ccc(-c2ccccc2)cc1)c1cccc(F)c1,-5.7,0.0
CN1C(=O)c2cc(NC(=O)Cc3cccs3)ccc2OC[C@@H]2O[C@@H](CC(=O)NCCCN3CCOCC3)CC[C@H]21,9.3,0.0
CC(C)C#Cc1ccc([C@@H]2[C@@H](CO)N3C(=O)CN(C(=O)NC4CCCC4)C[C@@H]23)cc1,0.7,0.0
N#C[C@@H]1N[C@H](CO)[C@H]1c1ccc(C2=CCCC2)cc1,8.0,0.0
O=C(C[C@@H]1CC[C@H]2[C@@H](COC[C@H](O)CN2Cc2ccc(Oc3ccccc3)cc2)O1)N1CCN(c2ccccc2)CC1,-10.1,0.2

# Reformatted: entries from further up.
mol	DLD1 CTGF mRNA	Pax4 gene expression
COc1ccc(CN(C)C[C@H]2OCc3cnnn3CCCC(=O)N([C@H](C)CO)C[C@@H]2C)cc1	-16.1	0.0
COC(=O)C[C@@H]1C[C@H]2c3cc(NC(=O)C4CCOCC4)ccc3O[C@H]2[C@@H](CO)O1	1.7	0.0
CCCC#Cc1ccc2c(c1)[C@H]1[C@H](CCN1Cc1ccccc1F)[C@@H](CO)N2	3.6	0.0
CCCNC(=O)N1CC2(CCN(C(=O)Cc3cccnc3)CC2)c2c([nH]c3cc(OC)ccc23)[C@H]1CO	-35.9	0.0
CC(C)NC(=O)Nc1cccc2c1O[C@@H](CN(C)C(=O)Nc1ccccc1)[C@@H](C)CN([C@@H](C)CO)C2=O	-8.8	0.0
CO[C@H](CN(C)C(=O)C1CCOCC1)[C@@H](C)CN([C@H](C)CO)S(=O)(=O)c1ccccc1	-13.3	0.0
CCC(=O)N1[C@H](CO)[C@H]2c3ccccc3N(S(=O)(=O)c3ccc(F)cc3)C[C@H]21	8.3	0.0
COc1ccc(CN2C[C@H](O)COC[C@H]3O[C@H](CC(=O)N(C)C)CC[C@@H]32)cc1	-3.8	0.0
CN1CCN(C(=O)C[C@H]2CC[C@H]3[C@@H](COC[C@H](O)CN3Cc3cccc(-c4ccncc4)c3)O2)CC1	-13.5	0.0
CC(C)(O)C#Cc1ccc([C@@H]2[C@H]3CN(S(C)(=O)=O)CCCCN3[C@H]2CO)cc1	-10.8	0.0
CO[C@H](CN(C)Cc1cc(F)ccc1F)[C@H](C)CN([C@@H](C)CO)S(=O)(=O)c1ccc(C)cc1	40.8	0.0
O=C(CN1CCOCC1)N1[C@@H]2CNc3ccccc3[C@@H]2[C@@H]1CO	-14.2	0.0
CCCNC(=O)N1CC2(CCN(Cc3cccc(OC)c3)CC2)c2c(n(C)c3cc(OC)ccc23)[C@H]1CO	7.7	1.4
COc1ccccc1CNC(=O)C[C@H]1CC[C@H]2[C@@H](COc3ccc(NC(C)=O)cc3C(=O)N2C)O1	-19.0	0.0
C[C@@H]1CN([C@H](C)CO)C(=O)c2ccccc2-c2ccccc2CO[C@@H]1CN(C)S(=O)(=O)c1ccc([N+](=O)[O-])cc1	?	0.0
O=C(NC[C@H]1N[C@H](CO)[C@@H]1c1ccc(-c2ccccc2)cc1)c1cccc(F)c1	-5.7	0.0
CN1C(=O)c2cc(NC(=O)Cc3cccs3)ccc2OC[C@@H]2O[C@@H](CC(=O)NCCCN3CCOCC3)CC[C@H]21	9.3	0.0

# Other entries follow:
SMILES,DLD1 CTGF mRNA,Pax4 gene expression
C[C@@H]1CN([C@H](C)CO)S(=O)(=O)c2ccc(C#CC(C)(C)O)cc2O[C@@H]1CN(C)Cc1ccc(F)cc1,-26.0,0.0
O=C(Nc1ccccc1F)N1CCCCN2[C@@H](CO)[C@@H](c3ccc(/C=C/c4ccccc4)cc3)[C@@H]2C1,-9.0,0.1
COCC(=O)Nc1ccc2c(c1)[C@@H]1C[C@H](CC(=O)NCc3ccc4c(c3)OCO4)O[C@H](CO)[C@@H]1O2,2.4,0.0
C/C=C/c1ccc([C@H]2[C@@H](CO)N[C@@H]2CN(C(=O)c2ccccc2F)C(C)C)cc1,23.3,0.0
COCC(=O)N1[C@H](C(=O)NCc2ccccc2)[C@@H](CO)[C@@H]2Cn3c(cccc3=O)[C@@H]21,-4.9,0.0
C/C=C/c1ccccc1[C@H]1[C@@H](CO)N(C(=O)Nc2ccc(OC)cc2)[C@H]1C#N,33.1,0.0
COCC(=O)N1[C@@H]2c3cccc(=O)n3C[C@@H]2[C@@H](CO)[C@@H]1C(=O)NCc1ccccc1,-30.6,0.0
O=C(C[C@@H]1CC[C@H]2[C@@H](COC[C@@H](O)CN2Cc2ccc(Oc3ccccc3)cc2)O1)N1CCN(c2ccccc2)CC1,-1.7,0.5
C[C@@H]1CN([C@H](C)CO)C(=O)CCCn2cc(nn2)CO[C@@H]1CN(C)C(=O)CCC(F)(F)F,2.9,0.0
CCS(=O)(=O)Nc1ccc2c(c1)C(=O)N(C)[C@@H]1CC[C@@H](CC(=O)NC3CCCCC3)O[C@H]1CO2,-9.2,0.0
CNC[C@H]1OCc2ccccc2-c2ccccc2C(=O)N([C@@H](C)CO)C[C@@H]1C,-43.3,0.0
Cc1noc(C)c1S(=O)(=O)N(C)C[C@H]1OCCCC[C@H](C)Oc2ccc(NC(=O)CCC(F)(F)F)cc2C(=O)N([C@@H](C)CO)C[C@@H]1C,8.0,0.0
Cc1ccc(S(=O)(=O)N(C)C[C@@H]2OCCCC[C@H](C)Oc3ccc(NC(=O)c4ccncc4)cc3C(=O)N([C@H](C)CO)C[C@H]2C)cc1,-24.7,0.0
COc1cccc(-c2cccc(-c3nc(C(=O)O)cc4c3[C@@H](CCO)N(S(=O)C(C)(C)C)C4)c2)c1 (some centres undefined),-25.8,0.0
COc1ccc2c3c(n(C)c2c1)[C@@H](CO)N(S(=O)(=O)c1ccc(C)cc1)CC31CCN(Cc2cccnc2)CC1,-30.6,0.0
CO[C@@H]1CN(C)C(=O)c2ccc(NS(C)(=O)=O)cc2OC[C@@H](C)N(CC2CC2)C[C@H]1C,-4.3,0.0
CC(C)(C)[S@@](=O)N1Cc2cc(C(=O)NC3CCC3)nc(-c3cccc(Br)c3)c2[C@H]1CCO,27.5,0.0
COCC(=O)N(C[C@H]1N[C@H](CO)[C@@H]1c1ccc(C2=CCCC2)cc1)C1CCCC1,14.0,0.0
COc1ccc(C[C@@H]2CCn3cc(nn3)COC[C@@H](C)NC2=O)cc1,-32.5,0.0
CCCN(C)C[C@@H]1Oc2cc(/C=C/c3ccccc3)ccc2S(=O)(=O)N([C@@H](C)CO)C[C@@H]1C,-35.8,0.2
C[C@@H]1CN([C@H](C)CO)C(=O)c2cccc(NS(C)(=O)=O)c2O[C@@H]1CN(C)Cc1ccc(-c2ccccc2)cc1,25.5,0.0
CC(=O)N1[C@H](CO)[C@@H](c2ccccc2)[C@H]1CN(CC(C)C)C(=O)c1ccccn1,-7.9,0.0
Cc1cccc(S(=O)(=O)N2CC[C@H]3[C@@H](CO)N(C)c4ccc(Br)cc4[C@H]32)c1,13.5,0.0
O=C(C[C@@H]1CC[C@H]2[C@@H](COC[C@H](O)CN2Cc2cc(F)ccc2F)O1)NCc1ccc(Oc2ccccc2)cc1,-28.6,0.0
COC(=O)C[C@H]1CC[C@@H]2[C@@H](COc3ccc(NC(=O)Nc4cccc(C#N)c4)cc3C(=O)N2C)O1,-79.6,0.0
CO[C@H](CN(C)C(=O)C1CCOCC1)[C@@H](C)CN(C(=O)Nc1ccc(C(F)(F)F)cc1)[C@@H](C)CO,2.5,0.0
O=C(Cc1ccccn1)N[C@@H]1CC[C@@H](CCNS(=O)(=O)c2cccc(F)c2)O[C@H]1CO,-13.6,0.0
COc1cccc(-c2ccc3c(c2)[C@H]2[C@H](CCN2C(=O)c2ccccn2)[C@H](CO)N3)c1,-15.4,0.0
C[C@H]1CN([C@@H](C)CO)C(=O)c2ccccc2-c2ccccc2CO[C@H]1CN(C)C(=O)[C@H](Cc1ccccc1)N(C)C,-39.8,0.0
O=C(O)C[C@@H]1C[C@H]2c3cc(NC(=O)Cc4ccncc4)ccc3O[C@H]2[C@@H](CO)O1,4.2,0.0
CC(=O)N1[C@H](CO)[C@H](c2ccccc2)[C@@H]1CN(C)S(=O)(=O)c1ccccc1,18.3,0.0
CNC(=O)C[C@@H]1CC[C@@H]2[C@H](COC[C@H](O)CN2Cc2ccccc2F)O1,-16.2,0.0
C[C@H](CO)N1C[C@H](C)[C@H](CN(C)S(=O)(=O)c2ccc3c(c2)OCCCO3)OCc2cnnn2CCCC1=O,15.8,0.0
C[C@@H]1CCCCO[C@H](CN(C)Cc2ccncc2)[C@@H](C)CN([C@H](C)CO)C(=O)c2cc(NC(=O)Cc3ccccc3)ccc2O1,-8.2,0.0
CO[C@@H](CN(C)S(=O)(=O)c1ccc(F)cc1)[C@H](C)CN(Cc1ccccc1Cl)[C@H](C)CO,-18.0,0.0
C[C@@H]1CN([C@H](C)CO)C(=O)c2ccccc2-c2ccccc2CO[C@@H]1CN(C)C(=O)[C@@H](Cc1ccccc1)N(C)C,4.6,0.0
COc1cccc(-c2ccccc2[C@@H]2[C@@H](CO)N(C(=O)Cc3ccccc3)[C@H]2C#N)c1,7.1,0.0
CN1C(=O)c2cc(NC(=O)c3cccc(C(F)(F)F)c3)ccc2OC[C@@H]2O[C@@H](CC(=O)NCCN3CCCC3)CC[C@H]21,-8.2,0.0
O=C(C[C@@H]1CC[C@H](NC(=O)C2CC2)[C@H](CO)O1)Nc1ccccc1,-11.3,0.0
COc1ccccc1C#Cc1ccc2c(c1)[C@H]1NCC[C@H]1[C@@H](CO)N2,-60.6,0.7
CCCC(=O)N1CC2(C1)CN(C(=O)Nc1cccc(F)c1)[C@@H](CO)c1c2c2ccc(OC)cc2n1C,-2.8,0.0
CC(C)NC(=O)N1[C@@H](CO)[C@H](c2ccccc2)[C@@H]1CN(C)C(=O)c1cccnc1,-18.4,0.0
CO[C@@H](CN(C)Cc1ccc2c(c1)OCO2)[C@@H](C)CN(C(=O)Nc1ccc(F)cc1)[C@H](C)CO,-15.4,0.0
C/C=C/c1ccc([C@@H]2[C@H](CO)N3C(=O)CN(C(=O)c4ccncc4)C[C@@H]23)cc1,-4.5,0.0
C/C=C/c1ccccc1[C@@H]1[C@@H](CO)N(C(=O)NC2CCCCC2)[C@H]1C#N,13.6,0.0
COc1ccc(S(=O)(=O)N2CC[C@H]3[C@H](CO)Nc4ccc(Br)cc4[C@H]32)cc1,-4.6,0.0
O=C(CC1CC1)N1CC(=O)N2[C@H](CO)[C@H](c3ccc(C#Cc4cccc(F)c4)cc3)[C@H]2C1,34.2,0.0
O=C(C[C@@H]1CC[C@@H]2[C@H](COC[C@H](O)CN2C(=O)Nc2ccc(Cl)cc2)O1)NCC1CCCCC1,11.6,0.0

# Not all compounds are listed (hit frequency here may not be typical).
